Screens (PubChem)
HTT ATP protect = cytoprotection in Huntington HTT-Q103 PC12 cell model; PC12 HTT-Q103 induced, cytoprotection, ATP luminescence, 40 h; Potency, µM (highest dose often 56.4 µM), inactives show cytoprotection (ATP increase), usual class: activators; 0.14% of 230,000 active;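 further: % of control where 0% means no effect; nearly all actives have a fitted effect of over 45% in size; toxic huntingtin expression switched on by the ecdysone agonist tebufenozide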
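Stable PC12 Q103-GFP cells in serum-supplemented, phenol red-free DMEM; induction by tebufenozide at 100 nM final; compound dose series; cell viability quantified luminescently from ATP.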
HttQ103 aggreg = inhibitors of mutant huntingtin aggregate formation in PC12 cells; 1.1% of 220,000 active; PC12 HttQ103-GFP aggregates, Acumen cytometry, 40 h; Potency, µM (highest dose often 46.1 µM), without a hit: top-dose activity change, negative = inhibition, actives largely listed as inhibitors; further: on the % scale 0 is the no-effect control and ±100 the full control effect; nearly all actives have a fitted effect of over 60% in size
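Quantitative HTS on tebufenozide-induced (100 nM) PC12 cells stably expressing polyQ103 Huntingtin exon 1–GFP. Reduction of bright GFP aggregates, detected by laser scanning cytometry after lysis, identified actives across the titration.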
Tau fluor counter = counter-screen for tau fibril formation inhibitors; Potency, µM (highest dose often 57.7 µM), inactives show at the highest dose activity change, negative = decrease; 0.93% of 280,000 active; tau K18 P301L Alexa594 fluorescence, heparin fibrillization; further: on the % scale 0 is the no-effect control and ±100 the full control effect; nearly all actives have a fitted effect of over 55% in size
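Human tau K18 P301L (15 uM unlabeled, 0.24 uM Alexa 594-labeled) in 100 mM sodium acetate pH 7 with 20 uM heparin, 6 hr at 37 C. ThT 30 uM added, 1 hr ambient; Alexa 594 FP and total fluorescence read at 555/632 nm.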
Tau ThT inhib = inhibitors of human tau fibril formation, thioflavin T binding; Potency, µM (highest dose often 57.4 µM), for inactives: at the highest dose activity, negative = inhibition, hits mostly inhibitors; recombinant tau K18 P301L (four-repeat tau fragment), heparin-induced fibrillization, ThT fluorescence; 2.1% of 270,000 active; further: on the % scale 0 is the no-effect control and ±100 the full control effect; nearly all actives have a fitted effect of over 55% in size
Target sequence (P10636 561-689 P618L limits assumed): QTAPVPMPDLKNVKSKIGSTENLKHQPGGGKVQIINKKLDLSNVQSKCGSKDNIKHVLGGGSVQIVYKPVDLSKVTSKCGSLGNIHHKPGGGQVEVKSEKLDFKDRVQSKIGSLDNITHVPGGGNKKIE
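In this qHTS, human K18 P301L tau is incubated with compound and heparin for 6 hr at 37 C, and Thioflavin T fluorescence then reports fibril load.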
KDM4E inh = JMJD2E (human) inhibition. 1.6% of 230,000 active. B2RXH2. Potency, µM (highest dose often 57.1 µM), without a hit: at the highest dose activity change, negative = inhibition, most hits filed as inhibitors. JMJD2E catalytic domain, FDH-coupled NADH fluorescence (FDH is formaldehyde dehydrogenase). AID 2147; active means well fitted inhibition curve with a large enough effect, not every such curve was filed as active; inconclusive means small, poorly fitted or top-dose-only effect, or another doubt; inactive means no such curve, though single readings can be large or run the other way;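 further: 0% = wells with enzyme and -100% = buffer wells without enzyme; nearly all actives have a fitted effect of over 50% in size; many of its hits are not listed in these tables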
Target sequence (B2RXH2 1-337 limits assumed): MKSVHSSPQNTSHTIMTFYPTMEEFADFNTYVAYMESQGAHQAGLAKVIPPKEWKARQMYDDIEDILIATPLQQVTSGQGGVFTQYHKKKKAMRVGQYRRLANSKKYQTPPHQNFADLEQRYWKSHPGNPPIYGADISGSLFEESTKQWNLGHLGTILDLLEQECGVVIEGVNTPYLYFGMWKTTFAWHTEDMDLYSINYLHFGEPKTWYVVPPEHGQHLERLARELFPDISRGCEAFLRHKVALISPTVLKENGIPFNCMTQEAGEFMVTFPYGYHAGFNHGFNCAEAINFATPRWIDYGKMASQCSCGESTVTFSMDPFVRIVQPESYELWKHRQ
SMN2 splice enh = SMN2 splice variant enhancement; HEK293 SMN2-luciferase splicing reporter, luminescence, 30-36 h; Potency, µM (titrated, usually from 46.1 µM), for the others: at the top dose activity change, positive = activation, usual class: activators; 2.8% of 210,000 active; further: % of control where 0% means no effect; nearly all actives have a fitted effect of over 55% in size
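qHTS luciferase splicing reporter: luminescence rises when SMN2 exon 7 is included in transfected HEK293 cells. Compound exposure lasted 30-36 h at 37C, with 4.5 mM final sodium butyrate as control, followed by a ONE-Glo read.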
ALDH1A1 inh = inhibitors of human aldehyde dehydrogenase 1A1. 7.3% of 220,000 active. Purified ALDH1A1, NADH fluorescence, propionaldehyde substrate. P00352. Potency, µM (titrated, usually from 75.3 µM), for inactives: at the top dose activity, negative = inhibition, actives largely listed as inhibitors. AID 1030; active means well fitted inhibition curve with a large enough effect, not every such curve was filed as active; inconclusive means small, poorly fitted or top-dose-only effect, or another doubt; inactive means no such curve, though single readings can be large or run the other way;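 further: plate controls were no enzyme wells and a reference inhibitor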
Target sequence (P00352 whole entry, looked up): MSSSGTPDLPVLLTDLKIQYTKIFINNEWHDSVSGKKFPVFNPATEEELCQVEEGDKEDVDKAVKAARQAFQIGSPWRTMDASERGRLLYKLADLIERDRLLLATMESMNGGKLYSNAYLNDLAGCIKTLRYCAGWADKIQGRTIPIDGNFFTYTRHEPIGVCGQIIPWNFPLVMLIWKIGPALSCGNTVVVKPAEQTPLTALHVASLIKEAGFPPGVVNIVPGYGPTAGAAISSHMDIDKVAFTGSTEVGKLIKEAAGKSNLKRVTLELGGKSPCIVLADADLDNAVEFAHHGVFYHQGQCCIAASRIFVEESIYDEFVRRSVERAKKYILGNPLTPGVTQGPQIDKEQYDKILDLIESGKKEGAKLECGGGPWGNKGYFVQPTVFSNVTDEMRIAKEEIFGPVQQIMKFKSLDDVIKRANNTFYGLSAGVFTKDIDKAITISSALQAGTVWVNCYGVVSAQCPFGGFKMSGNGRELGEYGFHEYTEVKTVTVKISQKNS
Tau fibril FP = tau fibrillization inhibition (FP); P10636; K18 P301L tau heparin fibrillization, Alexa594 FP, 6 h; Potency, µM (titrated, usually from 57.7 µM), without a hit: at the highest dose activity, negative = inhibition, most hits filed as inhibitors; 0.39% of 280,000 active; AID 1468; further: on the % scale 0 is the no-effect control and ±100 the full control effect; nearly all actives have a fitted effect of over 55% in size
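FP of Alexa 594-tau after heparin (20 uM) induction. Substrate: human K18 P301L, 15 uM unlabeled, 0.24 uM labeled. Buffer 100 mM sodium acetate pH 7. 6 hr, 37 C.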
Numbers without * were called inactive; ? = inconclusive; . = no result given; [ ] = another dose, or the depositor's remark. Unless noted, the call rests on the fitted dose curve; in most records, active means well fitted curve in the direction sought with a large enough effect; inconclusive means small, poorly fitted or top-dose-only effect, or another doubt; inactive means no such curve, though single readings can be large; an effect the other way counts as inactive or inconclusive. Potency means the concentration at half of the fitted maximal effect. Not all compounds are listed, so the mix of outcomes need not match the whole.

The first two records, ahead of the listing:
Screens in order – HTT ATP protect	HttQ103 aggreg	Tau fluor counter	Tau ThT inhib	KDM4E inh	SMN2 splice enh	ALDH1A1 inh	Tau fibril FP
> CCOc1cc(C2C(C(=O)OC)=C(C)N=C3SCCC(=O)N32)ccc1OC(C)=O (stereo not given)
→ 16%	10%	1%	-3%	2%	-8%	-1%	6%
> COc1ccc2oc(=O)c(C(=O)NCc3ccco3)cc2c1
→ 6%[10 µM]	-13%[9.22 µM]	2%	-7%	?	-6%	?	4%

The listing (from the top)
Screens in order – HTT ATP protect	HttQ103 aggreg	Tau fluor counter	Tau ThT inhib	KDM4E inh	SMN2 splice enh	ALDH1A1 inh	Tau fibril FP
> CCOc1cc(C2C(C(=O)OC)=C(C)N=C3SCCC(=O)N32)ccc1OC(C)=O (stereo not given)
→ 16%	10%	1%	-3%	2%	-8%	-1%	6%
> COc1ccc2oc(=O)c(C(=O)NCc3ccco3)cc2c1
→ 6%[10 µM]	-13%[9.22 µM]	2%	-7%	?	-6%	?	4%
> Cc1nn(Cc2ccc(Cl)c(Cl)c2)c(C)c1NC(=O)c1noc2c1CCCCC2
→ -3%	1%	1%	-6%	5%	-47%[inhibitor]	7%	-10%
> Cc1nn2c3c(cnc2c1-c1ccc(Cl)cc1)C(=O)CC(c1ccco1)C3 (stereo not given)
→ -11%	-17%	-18%	-20%	10%	-20%	-12%	1%
> C=CCC(NC(C)c1ccccc1)c1ccco1 (stereo not given)
→ -7%	6%	7%	4%	3%	-10%	?	7%
> CC(C)(C)c1ccc(NC(=O)C2CCCN(c3cnccn3)C2)cc1 (stereo not given)
→ .	.	-7%	2%	.	-2%	.	5%
> Cn1c(CNC(=O)OC(C)(C)C)nnc1SCC(=O)N1CCOCC1
→ 9%[10 µM]	19%[9.22 µM]	-2%	.	13%	.	.	-2%
> CC(C)(C)c1ccc(S(=O)(=O)NCC(=O)Nc2ccc(-c3nc4ccccc4s3)cc2)cc1
→ -48%[inhibitor]	-6%	?	-6%	?	11µM*	?	?
> CCOC(=O)Cn1c(=O)oc2cc(S(=O)(=O)N3CCN(c4ccc(Cl)cc4)CC3)ccc21
→ .	.	-21%	7%	.	4%	.	-6%
> Cc1cc(C)n(CC(=O)N/N=C/c2cc(Br)cc([N+](=O)[O-])c2O)n1
→ .	12%	4%	?	1%	-50%[inhibitor]	20µM*	3%
> COc1ccc(NC2c3ccccc3C(=O)N2Cc2ccccc2Cl)cc1OC (stereo not given)
→ -3%[10 µM]	-8%[9.22 µM]	?	?	-11%	.	.	?
> O=C(NNc1c(Cl)cc(Cl)cc1Cl)c1cccc([N+](=O)[O-])c1
→ 21%[10 µM]	?	-15%	-3%	3%	-12%	0%	5%
> Cc1cc(C)nc(/N=C2\NC(=O)CC(C(=O)O)N2c2ccc(Oc3ccccc3)cc2)n1 (stereo not given)
→ 13%	1%	2%	-18%	-2%	2%	-5%	-5%
> COC(=O)Cn1c(=NC(=O)c2ccc(S(=O)(=O)N3CCc4ccccc4C3)cc2)sc2cc(OC)ccc21
→ -1%[10 µM]	14%	-16%	-1%	?	-17%	?	?
> O=C(Cn1cnc2scc(-c3ccccc3)c2c1=O)NCc1ccco1
→ 4%[10 µM]	-9%[9.22 µM]	-1%	-4%	-6%	1%	2%	3%
> CC1=C(C(=O)OC2CCCCCCC2)C(c2ccc(O)cc2)NC(=O)N1 (stereo not given)
→ -2%	15%	-22%	-8%	3%	-8%	?	0%
> COc1cccc(CN(C)C(=O)c2ccc3nccnc3c2)c1
→ 3%	21%[9.22 µM]	-10%	-18%	-8%	-8%	2%	3%
> CCC(CC)c1nnc(NC(=O)C2CCCO2)s1 (stereo not given)
→ -19%	3%	0%	2%	0%	0%	?	6%
> CC(C)(C)NC(=O)NC(=O)COC(=O)c1ccc(OC(F)(F)F)cc1
→ -8%[10 µM]	-10%	8%	10%	1%	?	-4%	2%
> COc1cccc(NC(=O)CN(C)CC(=O)Nc2ccc(Br)cc2)c1
→ -2%	4%	-29%	-10%	-5%	-17%	2%	-1%
> CC(C)OCCCn1c(=S)[nH]c2cc3c(cc2c1=O)OCO3
→ -21%[0.074 µM]	-18%	-7%	-15%	-1%	-9%	-4%	2%
> COc1cc(OC)cc(C(=O)NCCn2ccc3ccccc32)c1
→ -20%	-24%	-15%	-9%	2%	-3%	6%	-7%
> CC(NC(=O)C(=O)NN=C1CCC(C(C)(C)C)CC1)c1ccccc1 (stereo not given)
→ 25%[10 µM]	-1%	-3%	-10%	116%[activator]	-7%	12%	-2%
> O=C(COc1ccccc1)Nc1cccc(-c2nc3cc4ccccc4cc3[nH]2)c1
→ -106%[inhibitor]	?	16µM*[quencher]	?	?	1.8µM*	?	?
> COCCn1cnnc1SCC(=O)Nc1sccc1C(N)=O
→ -22%	20%	-8%	-13%	0%	1%	3%	-4%
> Cc1c(CCOC(=O)C23CC4CC(CC(C4)C2)C3)sc[n+]1CC#N
→ 0%	10%	-5%	-14%	-10%	.	13µM*	-8%
> COc1ccc(NC(=O)Nc2cc3oc4ccccc4c3cc2OC)cc1
→ -1%	21%	8.9µM*[quencher]	?	?	-5%	?	?
> NC(Cc1cc(I)c(Oc2cc(I)c(O)c(I)c2)c(I)c1)C(=O)O (stereo not given)
→ -32%[inhibitor]	.	?	?	13%	1%	16µM*	-2%
> CCOC(=O)c1c(C)[nH]c(C(=O)COC(=O)CCC(=O)c2ccc3c(c2)OCCO3)c1C
→ -12%[10 µM]	-4%	-23%	?	-3%	14%	?	2%
> c1ccc2c(c1)nc(N1CCOCC1)c1nnnn12
→ -2%	-32%	1%	7%	?	23%	-4%	-7%
> Cc1cnc(NC(=O)c2c(-c3ccccc3)noc2C)s1
→ -4%[10 µM]	-30%[9.22 µM]	7%	4%	-1%	.	.	4%
> CC(C)(C)CNc1cc(N2CCOCC2)ccc1[N+](=O)[O-]
→ -23%	-23%	-23%	?	4%	-10%	?	0%
> COc1ccc2nc(SCC(=O)N3CC(=O)Nc4ccccc43)c(C#N)cc2c1
→ -41%[inhibitor]	31%[9.22 µM]	?	?	-16%	11%	-15%	1%
> Cc1cc(C)c(Cn2c3ccccc3c3cnn(CC(=O)NCC(C)c4ccccc4)c(=O)c32)c(C)c1 (stereo not given)
→ .	.	3%	3%	.	0%	.	-9%
> O=C(Cn1cc(C(=O)c2ccco2)c2ccccc21)Nc1ccccc1Cl
→ .	.	-24%	3%	.	-33%[inhibitor]	.	?
> Cc1ccc(-c2noc(CNC(=O)c3ccc(Br)o3)n2)cc1
→ .	.	?	-16%	.	-19%	.	-19%
> CCn1c(O)c(/C=C2\C=Nc3ccccc32)sc1=Nc1ccccc1
→ -30%	9%	?	-12%	6%	25%	?	13%
> Cc1ccc(/C=N/NC(=O)Cn2nnc(N)n2)o1
→ 12%[10 µM]	6%[9.22 µM]	5%	-10%	-12%	.	-4%	-6%
> N#Cc1nc(-c2ccccc2Cl)oc1NCc1ccco1
→ 13%[10 µM]	13%	?	-10%	?	19%	?	1%
> CCOc1ccc2[nH]c(=O)c(CN(Cc3nnnn3CCc3ccccc3)CC3CCCO3)cc2c1 (stereo not given)
→ -9%[10 µM]	18%	-11%	-14%	?	-15%	?	1%
> Nc1cc(N)nc(SCC(=O)Nc2ccccc2N2CCOCC2)n1
→ 18%[10 µM]	-1%[9.22 µM]	7%	1%	4%	.	.	3%
> Cc1ccc(-n2nnc3c(sc4nc(C)c(C)cc43)c2=O)cc1Cl
→ .	.	-4%	1%	.	-8%	.	-11%
> COC(=O)C1(C)NC(c2cccs2)C2C(=O)N(c3ccccc3F)C(=O)C21 (stereo not given)
→ -8%[10 µM]	0%	-6%	-3%	4%	1%	10%	0%
> CCOC(=O)C1=C(C)N=C2SC(C)C(=O)N2C1c1ccc(OC(C)=O)c(OC)c1 (stereo not given)
→ 6%[10 µM]	6%	-4%	-8%	-3%	0%	-2%	0%
> CCCCCCC(=O)N(O)C1CC(=O)N(c2ccccc2)C1=O (stereo not given)
→ -85%[inhibitor]	?	4%	?	-4%	-9%	0.32µM*	1%
> CCCCOC(=O)c1ccc(NC(=O)C(=O)NCCN(CC)CC)cc1
→ -9%[10 µM]	7%[9.22 µM]	-4%	3%	5%	.	.	2%
> Cc1cc(C)nc(SCC(=O)OCC(=O)Nc2nc3ccccc3s2)n1
→ -22%[10 µM]	-7%	-7%	-2%	-7%	7%	4%	1%
> O=C(O)C1C2CCC(C2)C1C(=O)NCCCn1ccnc1 (stereo not given)
→ 3%	-9%	1%	-4%	3%	-4%	-7%	2%
> COc1ccc(NC(C)=O)cc1CNC(=O)COc1c(C)c(C)cc(C)c1C
→ .	-2%	-6%	-3%	2%	-17%	5%	1%
> COc1ccc(NC(=O)C2CC(=O)OC23CCCCC3)cc1 (stereo not given)
→ 3%[1.9 µM]	-11%	-3%	-4%	-2%	4%	6%	-10%
> CN(CCc1ccccn1)C(=O)CCC1CCCN(C(=O)c2ccc3c(c2)OCCO3)C1 (stereo not given)
→ -62%	11%	-6%	3%	3%	.	-11%	7%
> COc1ccc(N/N=C(/C#N)S(=O)(=O)c2nsc(C)c2C#N)cc1
→ -9%	-9%	-28%	?	-1%	-6%	-14%	-3%
> COCc1nnc(NC(=O)c2ccc(S(=O)(=O)N3CCCCCC3)cc2)o1
→ -36%	-17%	-11%	-12%	-3%	9%	8%	-3%
> CCCCOC(=O)Nc1nc2ccc([N+](=O)[O-])cc2s1
→ -10%	31%	2%	-7%	10%	11%	4%	5%

A draw from above in order of SMILES length, ascending.
Screens in order – HTT ATP protect	HttQ103 aggreg	Tau fluor counter	Tau ThT inhib	KDM4E inh	SMN2 splice enh	ALDH1A1 inh	Tau fibril FP
> O=C(O)C1C2CCC(C2)C1C(=O)NCCCn1ccnc1 (stereo not given)
→ 3%	-9%	1%	-4%	3%	-4%	-7%	2%
> CCCCOC(=O)c1ccc(NC(=O)C(=O)NCCN(CC)CC)cc1
→ -9%[10 µM]	7%[9.22 µM]	-4%	3%	5%	.	.	2%
> COc1ccc(NC(C)=O)cc1CNC(=O)COc1c(C)c(C)cc(C)c1C
→ .	-2%	-6%	-3%	2%	-17%	5%	1%
